Compound activity from PubChem BioAssay.
mcGAS RapidFire = inhibitors of Mus musculus cyclic GMP-AMP synthase, initial high-throughput assay, cell-free, RapidFire MS. recombinant mouse cGAS, cGAMP by RapidFire MS. 130,000 tested, 0.18% active. inhibition, % at 12.5 µM;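 active = inhibition of cGAS enzyme activity at or above 60%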;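 note: enzyme stimulated by 45 bp dsDNA with ATP and GTP substrates; cGAMP share of summed cGAMP plus half ATP and half GTP signals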
Target sequence (Q8C6L5 whole entry, looked up): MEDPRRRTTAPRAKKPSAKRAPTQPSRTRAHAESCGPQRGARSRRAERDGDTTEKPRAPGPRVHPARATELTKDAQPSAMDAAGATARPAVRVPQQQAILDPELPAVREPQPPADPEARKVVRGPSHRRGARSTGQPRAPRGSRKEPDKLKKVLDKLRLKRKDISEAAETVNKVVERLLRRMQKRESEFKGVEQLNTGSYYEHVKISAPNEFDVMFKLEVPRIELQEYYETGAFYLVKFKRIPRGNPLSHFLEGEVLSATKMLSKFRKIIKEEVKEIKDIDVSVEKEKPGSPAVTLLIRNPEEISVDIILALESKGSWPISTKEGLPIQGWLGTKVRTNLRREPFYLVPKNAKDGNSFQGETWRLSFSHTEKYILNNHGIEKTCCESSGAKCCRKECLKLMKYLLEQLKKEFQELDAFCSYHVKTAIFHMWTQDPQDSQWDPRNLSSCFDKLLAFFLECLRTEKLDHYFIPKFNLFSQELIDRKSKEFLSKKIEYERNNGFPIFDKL
* = called active by the depositor; & = joins results of further samples. An excerpt, so the mix of outcomes need not match the whole.

mcGAS RapidFire,molecule
-6,COc1ccc(Cl)cc1C(=O)C1CCCN(Cc2cccc3cnccc23)C1 (centres undefined)
46,N#Cc1cnn(C(=O)C2CC2c2ccc(Cl)cc2)c1N (centres undefined)
-13,CCn1cc(CNC(=O)C2(c3ccc(F)cc3)CCOCC2)cn1
-6,COc1ccccc1COn1c(=O)c(-c2ccccc2)[n+]([O-])c2ccccc21
-40,CC(=O)N1CCN(C(=O)Nc2cccc(N(C)C(C)=O)c2)C(C)C1 (centres undefined)
-6,CCCCCCOc1ccc(N=Cc2ccccn2)cc1
-5,Cc1ccccc1CNCCN(C)C
8,CSc1nc(S(=O)(=O)c2ccc(Cl)cc2)c(Cl)s1
-15,CCCn1cc2c(c1-c1ccccc1)c(=O)n(C)c(=O)n2C
-3,CCOC(=O)CNC(=O)Cn1c(-c2ccc(-c3cccs3)s2)nc(C)c1C
0,Cc1nc(SCC(=O)NC2CCCCCCC2)sc1CC(N)=O
-2,COCC(C)NS(=O)(=O)c1ccc(C(=O)NC2CCSc3ccccc32)cc1 (centres undefined)
-2,Cn1cc(C(CC(=O)O)c2cccc(F)c2)c2ccccc21 (centres undefined)
-12,CC(C#N)(NC(=O)CN1CCCC1CCc1ccccc1)C1CC1 (centres undefined)
3,O=C(CC1CSc2nc3[nH]ncc3c(=O)n21)Nc1ccc(F)c(Cl)c1 (centres undefined)
8,Cc1ccc(-c2ccc(=O)n(CCCNS(=O)(=O)c3cccs3)n2)cc1
-17,CN(CCCn1cccn1)Cc1ccccn1
-10,Cc1ccc(C)c(CS(=O)Cc2cc(C)no2)c1 (centres undefined)
-16,CC[C@@]1(C(=O)O)C[C@H](C(=O)NCCN(C)C)[C@H](c2ccc(F)cc2)N1C
-2,Fc1cccc(C2(c3nc(-c4cnccn4)no3)CCC2)c1
-7,C=C(Br)Cn1cnc2ccccc21
-26,CC(C)COC(=O)C1C2C=CC3(CN(Cc4ccco4)C(=O)C13)O2 (centres undefined)
-17,CS(=O)(=O)N1CCC(Cc2cccc(C(=O)O)c2)C1 (centres undefined)
-8&-1,CC(=O)c1c(C)[nH]c(C(=O)NCC2CCCO2)c1C (centres undefined)
-5,CC(=O)NNc1nc(-c2ccccc2)c2cc(Br)ccc2n1
-41,CCOc1ncccc1-c1cnc(-n2cnnc2)c(C)c1
-8,CC(O)c1cccc(-c2cc(N)nc3[nH]ccc23)c1 (centres undefined)
0,CC(C)Cn1c(CN(CC2CCC2)CC2CCCO2)cnc1S(C)(=O)=O (centres undefined)
-3,CCOC(=O)C1CCN(C(=O)c2c(-c3c(F)cccc3Cl)noc2C)CC1
-10,O=C(NCCc1ccccc1Cl)C1CCC(=O)N(C2CCCCCC2)C1 (centres undefined)
-8,O=C(Cn1cnc2c(cnn2C2CCS(=O)(=O)C2)c1=O)c1ccc(F)cc1 (centres undefined)
10,CCCCc1nc(Cl)c(CN2C[C@H](N)C[C@H]2C(=O)NC)[nH]1
-5,CCn1cc(C(C)NC(=O)c2ccc(COc3cc(Cl)ccc3Cl)o2)c(C)n1 (centres undefined)
-8,O=S(=O)(NCc1ccc2c(c1)OCO2)c1cnc[nH]1
-3,CSc1nc2nc(C)c(CC(=O)NC(C)CCc3ccccc3)c(C)n2n1 (centres undefined)
-6,Cc1ccc(Nc2nc(NCC3CCCO3)nc3[nH]ncc23)cc1 (centres undefined)
-8,c1ccc(C2CN(C3CC3)CCN2)cc1 (centres undefined)
-27,CN(Cc1ccc(Cl)cc1Cl)Cn1ccn(C)c1=S
-2,Cc1cc(=O)[nH]c(-n2nc(C3CC3)cc2NC(=O)COc2ccc(Cl)cc2)n1
-8,CC(c1ccc2ccccc2c1)N(C)C(=O)CCc1cc(=O)[nH]o1 (centres undefined)
-2,CN(Cc1ccsc1)C(=O)NCC12CC3CC(CC(C3)C1)C2
-3,COc1cccc(CN2CCCC3(CCN(S(=O)(=O)N(C)C)C3)C2=O)c1 (centres undefined)
11,CN1CCCC2(CCN(C(=O)c3cc4sccc4[nH]3)C2)C1=O (centres undefined)
-7,O=C(c1cnn(Cc2ccccc2)c1)N1CCCC(Nc2ccc3c(c2)OCCO3)C1 (centres undefined)
0,Cc1nc(SCC(=O)N(C)C2CCCCC2)c2c3c(sc2n1)CCC3
-33,Cc1cc(NC(=O)/C=C/c2csc(C)n2)n(-c2ccccc2)n1
-6,CCN(CC)C(=O)CSc1ncnc2c1nnn2CC
6,COc1cccc(NC(=O)CN(C)C(=O)c2cccn2C)c1
-28,Cc1[nH]c2ccccc2c1C=Nc1ccccc1C(=O)Nc1ccccc1
-5,CCS(=O)(=O)N1CCN(c2ccc(Nc3cc(C)ccn3)nn2)CC1
1,COc1ccc(C2C(=O)c3ccccc3C2=O)cc1
-20,Cc1ccc2c(c1)CCCN2C(=O)C1CCCN(C(=O)C(C)C)C1 (centres undefined)
40,CCn1cnnc1CCNC(=O)C(C)(C)c1ccccc1
3,CC(C)(CO)N1CN=C(NS(C)(=O)=O)NC1
-6,COC(=O)Cn1c(=NC(=O)c2cc(Cl)sc2Cl)sc2cc(F)cc(F)c21
-6,Cc1cc(C(=O)N(CCN2CCOCC2)c2nc3c(F)cc(F)cc3s2)on1

(listing goes on)
mcGAS RapidFire,molecule
-1,CC(C)CNC(=O)C(=O)NCC1OCCN1S(=O)(=O)c1ccc(Cl)cc1 (centres undefined)
1,COc1cccc(-c2cc(C(=O)O)n3nc(C(C)(C)C)cc3n2)c1
-14,COCCN1CCCc2ccc(NS(=O)(=O)c3cccs3)cc21
-3,Cc1ccccc1CC1(CO)CCCN(C(=O)c2ccccc2-c2ccccc2C)C1 (centres undefined)
-31,CCOC(=O)N(C)c1ccc(NC(=O)NCC(C)(C)N(C)C)cc1
2,O=S(=O)(CC(CN1CCCCC1)N1CCCCC1)c1ccc2ccccc2c1 (centres undefined)
-17,CCn1nc(C)c(CNC(C)Cn2cncn2)c1C (centres undefined)
5,COC(c1ccc(Cl)cc1)C(C)NC(=O)c1ccc(C(N)=O)cc1 (centres undefined)
-6,CNS(=O)(=O)CC(=O)NC(c1ccc(Cl)cc1)C(F)(F)F (centres undefined)
0&2,CC(CCn1cccn1)NCc1c(C(=O)N2CCCCCCC2)nc2ccc(Cl)cn12 (centres undefined)
-1,Cc1nn(C)c(=O)c(-c2nnn(CC(=O)N(CC(F)(F)F)C(C)C3CC3)n2)c1C (centres undefined)
-13,Cc1ccoc1C(=O)N(C)Cc1nc2ccc(F)cc2[nH]1
-3,O=C(Cc1cn2ccsc2n1)NN=C1CCSc2ccc(F)cc21
-14,O=C(NC1CCS(=O)(=O)C1)N1CCOCC1 (centres undefined)
-4,O=C1NN(C(=O)Nc2ccc(Br)cc2)[C@@H](c2ccccc2)[C@@H]1c1ccccc1
-8,CCOc1ccccc1N1CCN(S(=O)(=O)c2cc(Br)ccc2OCC)CC1
-6,CCc1nc(CN(Cc2ccc(Cl)cc2)C2CC2)cs1
-2,O=C(Cn1cc(C(F)(F)F)ccc1=O)NC(=O)NCc1ccco1
-23,Cc1nc(CN2CCN(Cn3[nH]c(-c4ccc(Cl)cc4)nc3=S)CC2)cs1
-9,CCCc1cc(C(=O)N2CCC3(CN(C)C(=O)O3)C2)cs1 (centres undefined)
4,O=C(Nc1nc2c(s1)CCC2)c1cnn(Cc2ccccc2)c1
-6,CN1OCC(S(=O)(=O)N(C)Cc2ccco2)C1c1cccc(Oc2ccc(Cl)cc2)c1 (centres undefined)
-3,O=C1Cc2cc(S(=O)(=O)Nc3ccc4c(c3)OCO4)ccc2N1
4,Cc1ccc(C=Nc2ncn[nH]2)c(O)c1
5,Cc1ccc(CN(C)C(=O)NC2CC(C)(C)NC(C)(C)C2)c(C)c1
-60,C=CCC(=O)NCC1CCN(Cc2cccc3nonc23)C1 (centres undefined)
-2,Cc1nccn1C1CCCN(C(=O)Cc2cnn(-c3ccccc3)c2)C1 (centres undefined)
-9,Cc1ccc(C(=O)/C=C/Oc2ccc3ccccc3c2)cc1
17,OC(CNCc1ccc(-c2ccccc2Cl)o1)c1ccccc1 (centres undefined)
4,Cc1nc2cccc(C)n2c(=O)c1NC(=O)C(c1ccccc1)c1ccccc1
9,CNC(=O)CN(C)C(=O)c1cc(Cl)c(Cl)n1C
3,Brc1ccc2ncnc(NCc3ccco3)c2c1
-8,O=C(C1CCN(CN2C(=O)NC3(CCCCC3)C2=O)CC1)N1CCCCCC1
-11,CCOc1ccc(NCC(=O)NCC(=O)N2CCCC2)c(C(F)(F)F)c1
-9,Cn1c(=O)cc(C(C)(C)C)[nH]c1=O
-14,Cn1nc(C2CCN(c3nccs3)CC2)n(Cc2ccccc2)c1=O
-10,Cc1n[nH]c(C)c1S(=O)(=O)N1CCCCC1
-7,Cc1cccc(-n2nc3c(c2NC(=O)CCC2CCCCC2)CS(=O)C3)c1C (centres undefined)
50,NC(=O)C1CCN(C(=O)c2csc(Nc3ccc(OC(F)F)cc3)n2)CC1
-3,COc1ccccc1C(=O)C1CCCN(C(=O)Nc2cccc(SC)c2)C1 (centres undefined)
-8&-1,O=C1CCC(C(=O)N2CCSCC2)CN1CCCc1ccccc1 (centres undefined)
-7,CCCNc1ccc(S(=O)(=O)N2CCCC2)cc1N
-5,c1csc(-c2csc(N3CCCCC3)n2)c1
-6,CC(C)(C)CN1CC(NC(=O)CSc2ccccc2)CC1=O (centres undefined)
8,CC(C)c1ccc(NC2CCCN(C(=O)c3cc(=O)n(C)c(=O)n3C)C2)cc1 (centres undefined)
-20,NS(=O)(=O)c1ccc(NN=Cc2ccco2)c([N+](=O)[O-])c1
-4,CSc1nc(C2CC2)cc(C(=O)O)c1C#N
-16,CC1=NNC(=O)C1CC(=O)N/N=C\C(C)=C\c1ccccc1 (centres undefined)
-1,COC(C(=O)N(C)Cc1nc2ccccc2n1C)c1ccccc1 (centres undefined)
-4,NC(=O)NC(Cc1ccccc1)C(=O)NCC(F)(F)F (centres undefined)
-7,CCc1cnc(CCNC(=O)NC(C)(C)c2nc(C)cs2)s1
-6,NC(N)=NCCCCN=C(N)N
-4,C#CCNC(=O)C(C)N1CCN(C(=O)c2cc(Cl)c(Cl)n2C)CC1 (centres undefined)
-3,C=c1ccccc1=C1N=C(c2cccc(OCc3nc(C(=O)OC)co3)c2)NO1
13,COC(=O)C1CCN(C(=O)CCc2ccc(Cl)c(Cl)c2)CC1
-24,CC1(C(=O)NCC2CC2)CCN1C(=O)c1cccc(F)c1 (centres undefined)

Later entries:
mcGAS RapidFire,molecule
3,CC(SCc1cccc(Cl)c1)C(=O)NC1CC1 (centres undefined)
8,O=c1ccc(-c2ccccc2)nn1CCCNS(=O)(=O)CCc1ccccc1
-14,COC(=O)c1ccc(-c2noc(CN3CCN(C(=O)C4CCCO4)CC3)n2)cc1 (centres undefined)
-11,Cc1ccc(CN(C)CC(O)COc2ccc(Cl)cc2)o1 (centres undefined)
4,O=c1[nH]c2cc([N+](=O)[O-])c([N+](=O)[O-])cc2[nH]c1=O
-16,Cn1cc(CNC(=O)c2cc(CN3CCC(Cc4ccccc4)CC3)on2)cn1
-3,CN1CCN(c2nc3c(c(=O)n(C)c(=O)n3C)n2Cc2ccccc2)CC1
-8,CCc1cnc(CNC(=O)N2CCOCC2CC)s1 (centres undefined)
-1,CN(Cc1cccc(F)c1)S(=O)(=O)c1ccc(S(N)(=O)=O)cc1
-9,NCCCC(=O)O
-3,O=C(C(NC1CCc2c(Cl)cccc21)c1ccccc1)N1CCCCC1 (centres undefined)
-21,Cc1nccn1CC1(CNC(=O)CCn2c(C)cc3ccccc32)CC1
0,COCc1c(C(=O)NCc2nc3c(C)c(C)ccc3[nH]2)noc1C
-12,CC(C)Cc1cn(C2CCN(C3Cc4ccccc4C3)CC2)nn1
-12,CC(N)=C(C#N)C(=O)COC(=O)C1=NNC(=O)CC1
-7,O=C(O)c1nn(-c2ccccc2)nc1-c1nn(-c2ccccc2)nc1C(=O)O
-15,CCOC(=O)N1CCN(c2ncnc3c2nnn3CC)CC1
-1,COc1c2c(cc3occ(-c4ccc5c(c4)OCO5)c(=O)c13)OC(C)(C)C=C2
-15,CC1(C)CC(=O)c2sc(NS(C)(=O)=O)nc2C1
